# Screening data as filed in PubChem BioAssay.
# Efflux pump mplx – inhibitors of Candida efflux pumps in yeast, primary screen, S. cerevisiae, Nile Red, multiplex. inhibition, % at 10 µM. S. cerevisiae Candida pump triplex. 330,000 tested, 0.44% active. AID 485275, 2010;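 active = plate passing quality check with inhibition over a set limit, or well fluorescence over plate mean plus 4 SD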;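 note: Nile Red retained in pooled yeast measured as flow cytometry median fluorescence; 0% = buffer negative control and 100% = Enniatin B positive control; higher means more Nile Red kept so more efflux inhibition; some compounds called inactive have numbers as strong as hits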
# MCL1 BIM primary – inhibitors of MCL1 binding to BIM-BH3, primary screen, biochemical, fluorescence polarization | Induced myeloid leukemia cell differentiation protein Mcl-1 (Homo sapiens), Q07820 | GST-MCL1 / FITC-Bim-BH3 fluorescence polarization | inhibition, % at 10.9 µM | 320,000 tested, 0.68% active;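 active = inhibition above the mean inhibition of all tested compounds plus 3 SD, set per campaign, cut at about 40% in these data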;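 note: 0% = DMSO wells and 100% = unlabeled Bim-BH3 peptide control; higher means more loss of mP so more displacement of Bim peptide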
# Target sequence (Q07820 whole entry, looked up): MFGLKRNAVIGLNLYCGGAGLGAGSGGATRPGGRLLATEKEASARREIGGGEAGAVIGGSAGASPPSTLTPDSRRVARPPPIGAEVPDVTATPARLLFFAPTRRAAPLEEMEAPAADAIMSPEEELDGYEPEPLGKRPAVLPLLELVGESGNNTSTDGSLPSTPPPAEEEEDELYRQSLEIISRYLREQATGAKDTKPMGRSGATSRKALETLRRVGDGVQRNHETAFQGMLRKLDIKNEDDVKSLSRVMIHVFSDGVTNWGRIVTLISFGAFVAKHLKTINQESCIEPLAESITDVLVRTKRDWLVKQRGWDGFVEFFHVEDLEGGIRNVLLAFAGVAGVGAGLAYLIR
# VLA-4 inh – inhibition in human VLA-4 binding assay, primary screen, VLA-4 allosteric modulator project, MLPCN library, flow cytometry, VLA-4 expressing cells; 330,000 tested, 0.2% active; Integrin alpha-4 (Homo sapiens), P13612; ligand binding flow cytometry; AID 2557, 2010; inhibition, % (about 7 µM as worked out from the volumes in the protocol); in the data active = inhibition above about 50%
# PME-1 inh – PME-1 inhibitors via competitive probe labeling, primary screen, biochemical, fluorescence polarization, FP-Rh probe, HTS; 320,000 tested, 0.53% active; recombinant PME-1; AID 2130, 2009; Protein phosphatase methylesterase 1 (Homo sapiens), Q9Y570; inhibition, % at 5.9 µM;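 active = inhibition above the campaign mean of all compounds plus 3 SD, cut at about 26% in these data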;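 note: competitive labeling of PME-1 active site by serine hydrolase directed probe; 0% = PME-1 with DMSO and 100% = wells lacking PME-1 enzyme; inhibitors block probe labeling so polarization falls and inhibition rises; many of its hits are not listed in these tables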
# GLD-1 TGE inh – GLD-1/TGE RNA complex disruptors, primary screen, biochemical, fluorescence polarization | 320,000 tested, 0.44% active | Female germline-specific tumor suppressor gld-1 (Caenorhabditis elegans), Q17339 | inhibition, % at 5.96 µM | AID 2280, 2010 | purified GLD-1 + fluorescein TGE RNA;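 active = percent inhibition above a per-plate cutoff, the plate mean of test compounds plus 3 SD, cut at about 30% in these data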;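 note: 0% = DMSO wells with GLD-1 and probe and 100% = wells lacking GLD-1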
# Fam108B inh – mouse Fam108B serine hydrolase inhibitors, primary screen, counter-screen for RBBP9 inhibitor project, biochemical, fluorescence polarization. recombinant Fam108B, FP-Rh probe fluorescence polarization. inhibition, % at 9.51 µM. 300,000 tested, 0.33% active. AID 1947, 2009;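 active = inhibition above the screen mean inhibition plus 3 SD, computed separately per campaign, cut at about 18% in these data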;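 note: inhibitors lower polarization as less probe binds the enzyme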
# Bcl-xL primary – inhibitors of human Bcl-xL, primary screen, biochemical, fluorescence polarization, HTS. AID 2129, 2009. inhibition, % at 10.9 µM. Bcl-2-like protein 1 (Homo sapiens), Q07817. 320,000 tested, 0.7% active. GST-Bcl-xL / FITC-Bim BH3 peptide fluorescence polarization;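 active = inhibition above the mean of all tested compounds plus 3 SD, cutoff set per campaign, cut at about 30% in these data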;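 note: 0% = DMSO wells and 100% = unlabeled Bim-BH3 peptide competitor; inhibitors lower millipolarization by displacing the labeled peptide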
# GRK2 inh – compounds blocking aptamer binding on GRK2 – biochemical, human GRK2, bead flow cytometry, HTS, primary screen; AID 488847, 2010; inhibition of aptamer binding, % at 10 µM; 330,000 tested, 0.59% active; FAM-aptamer displacement from GRK2;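 active = inhibition of aptamer binding above 40%, roughly 3 SD of noise, on plates passing a quality check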;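 note: median bead fluorescence of bound FAM aptamer so fluorescent compounds give negative values; no value below 0 was filed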
# Target sequence (P25098 whole entry, looked up): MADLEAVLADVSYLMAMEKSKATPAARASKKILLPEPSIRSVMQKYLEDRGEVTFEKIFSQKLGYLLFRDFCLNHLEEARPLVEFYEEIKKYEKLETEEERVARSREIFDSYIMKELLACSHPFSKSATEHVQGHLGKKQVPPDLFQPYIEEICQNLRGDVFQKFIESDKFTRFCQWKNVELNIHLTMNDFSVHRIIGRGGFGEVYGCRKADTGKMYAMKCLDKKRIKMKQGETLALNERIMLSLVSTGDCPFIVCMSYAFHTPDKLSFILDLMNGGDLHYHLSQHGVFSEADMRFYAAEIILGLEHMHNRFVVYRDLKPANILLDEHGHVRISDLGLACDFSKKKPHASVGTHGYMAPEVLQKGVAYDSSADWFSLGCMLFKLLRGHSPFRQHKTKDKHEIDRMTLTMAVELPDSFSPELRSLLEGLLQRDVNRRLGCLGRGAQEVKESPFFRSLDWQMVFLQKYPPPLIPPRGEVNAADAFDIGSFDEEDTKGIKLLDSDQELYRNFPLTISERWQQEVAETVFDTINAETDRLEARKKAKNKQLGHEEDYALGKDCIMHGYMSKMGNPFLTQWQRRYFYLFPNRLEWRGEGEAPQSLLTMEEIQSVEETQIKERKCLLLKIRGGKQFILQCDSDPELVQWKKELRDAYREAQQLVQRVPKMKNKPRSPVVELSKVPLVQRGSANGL
# MEX-5 binding – MEX-5 zinc finger RNA-binding disruptors – biochemical, C. elegans, fluorescence polarization, MLPCN library, primary screen; Zinc finger protein mex-5 (Caenorhabditis elegans), Q9XUB2; MEX-5/FITC-TCR2 RNA binding; active compounds read low; activity score (negative = inhibition of binding), % at 10 µM; 300,000 tested, 0.38% active;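 active = inhibition past about -25% in most replicates, and total fluorescence under double the plate's negative control median, limit read from the data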;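 note: 0% = DMSO and -100% = 5 µM competing unlabeled TCR2 RNA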
# The depositor's hits bear a star; i = inactive; . = not tested or not shown.
SMILES,Efflux pump mplx,MCL1 BIM primary,VLA-4 inh,PME-1 inh,GLD-1 TGE inh,Fam108B inh,Bcl-xL primary,GRK2 inh,MEX-5 binding
N#Cc1ccccc1S(=O)(=O)N1CCN(C(=O)CN2C(=O)NC3(CCCC3)C2=O)CC1,0.0,-11,2,3,-4,5,-6,0,3.1
CC(=O)NC12CC3CC(C1)CC(C(=O)N(C)Cc1cccc(Cl)c1Cl)(C3)C2,-0.1,.,5,.,.,.,.,0,3.1
O=C(CCSCc1ccccc1Cl)N1CCN(c2ccccn2)CC1,0.1,12,4,1,4,-1,3,0,0.1
Cc1ccc(C2=NNC(c3cccc(F)c3)S2)cc1 (stereo not given),0.3,7,-6,-4,-20,4,4,0,4.0
CCOC(=O)C1=NN(C(=O)c2cccc(Br)c2)C(O)(C(C)(C)C)C1 (stereo not given),-0.1,6,-1,0,5,2,1,3,.
Cc1cccc(-c2nc(CS(=O)CC(=O)NC(C)CCc3ccccc3)c(C)o2)c1 (stereo not given),0.0,2,3,5,-8,2,2,0,1.1
O=C(CN1CCN(c2ccccc2)CC1)Nc1ccc2c(c1)OCCO2,0.0,9,-3,0,-5,2,4,0,1.5
CCCC(C)NC(=O)c1c2c(nc3ccccc13)CCC2 (stereo not given),-0.2,6,13,-4,-1,0,-6,6,-0.5
COC(=O)C1CC(O)CN1C(=O)c1ccco1 (stereo not given),-0.1,11,7,-5,-7,-4,7,1,0.5
CN(Cc1ccccc1)C(=O)CSc1nc2cc(C(=O)N3CCC(C(N)=O)CC3)ccc2c(=O)n1-c1ccccc1,-0.2,0,8,4,-1,-1,8,0,-1.1
CC(NC(=O)CCNS(=O)(=O)c1cccc2nsnc12)c1ccccc1 (stereo not given),0.0,-3,5,-2,3,-1,-1,1,0.8
CN(c1ccccc1)S(=O)(=O)c1ccc(Cl)c(C(=O)OCC(=O)N2CCOCC2)c1,0.1,0,-12,-6,-3,1,0,0,-1.4
COc1ccc(OC)c2c1sc(=NC(=O)C(C)C)n2C,0.3,4,-10,3,6,7,4,0,0.5
O=C(O)c1ccccc1Nc1cc(Cl)c2nonc2c1[N+](=O)[O-],0.1,15,8,0,4,1,16,2,-3.3
CC1(C)CC(=O)C(C(c2ccncc2)C2C(=O)CC(C)(C)CC2=O)C(=O)C1,-0.1,-1,10,0,-3,4,-3,5,-0.3
Cc1cc(-c2ccc(S(=O)(=O)N3CCN(c4ccccc4F)CC3)s2)on1,-0.1,4,-2,1,2,-8,6,0,1.5
Cc1noc(C)c1Cc1ccc(O)cc1,0.2,8,6,9,6,-1,3,3,-4.0
Cc1ccccc1-c1noc(C23CC4CC(CC(C4)C2)C3)n1,0.5,6,1,-6,10,-2,6,0,0.2
O=C(/C=C/c1cccc([N+](=O)[O-])c1)Nc1cc(C(=O)O)cc(C(=O)O)c1,0.0,6,0,5,7,2,0,0,-2.6
COc1ccc(CCn2nnnc2C(CC(C)C)N2CCN(c3ncccn3)CC2)cc1OC (stereo not given),-0.3,1,0,-6,-9,1,5,2,0.0
O=C(Oc1ccccc1)N1CCN(C(=O)c2ccco2)CC1,0.0,.,4,.,.,.,.,0,0.8
COc1cc(C(=O)OCC(=O)N2CCC(Cc3ccccc3)CC2)cc(OC)c1OC,0.0,-26,-25,0,8,0,-15,0,1.0
CO/N=C/CC(=O)c1cnc(-c2ccc(Cl)cc2)s1,0.0,2,-7,-3,-1,-1,-3,1,-1.1
O=C(O)COc1ccc(S(=O)(=O)NCCc2ccccc2)cc1,0.1,1,12,-5,9,-2,5,2,2.2
O=c1[nH]c2ccc(S(=O)(=O)N3CCCCC3)cc2[nH]c1=O,-0.1,0,2,0,3,4,3,3,-1.5

# Quoted from the results shown (seven entries):
SMILES,Efflux pump mplx,MCL1 BIM primary,VLA-4 inh,PME-1 inh,GLD-1 TGE inh,Fam108B inh,Bcl-xL primary,GRK2 inh,MEX-5 binding
O=C(/C=C/c1cccc([N+](=O)[O-])c1)Nc1cc(C(=O)O)cc(C(=O)O)c1,0.0,6,0,5,7,2,0,0,-2.6
COc1ccc(CCn2nnnc2C(CC(C)C)N2CCN(c3ncccn3)CC2)cc1OC (stereo not given),-0.3,1,0,-6,-9,1,5,2,0.0
O=C(Oc1ccccc1)N1CCN(C(=O)c2ccco2)CC1,0.0,.,4,.,.,.,.,0,0.8
COc1cc(C(=O)OCC(=O)N2CCC(Cc3ccccc3)CC2)cc(OC)c1OC,0.0,-26,-25,0,8,0,-15,0,1.0
CO/N=C/CC(=O)c1cnc(-c2ccc(Cl)cc2)s1,0.0,2,-7,-3,-1,-1,-3,1,-1.1
O=C(O)COc1ccc(S(=O)(=O)NCCc2ccccc2)cc1,0.1,1,12,-5,9,-2,5,2,2.2
O=c1[nH]c2ccc(S(=O)(=O)N3CCCCC3)cc2[nH]c1=O,-0.1,0,2,0,3,4,3,3,-1.5

# Continued:
SMILES,Efflux pump mplx,MCL1 BIM primary,VLA-4 inh,PME-1 inh,GLD-1 TGE inh,Fam108B inh,Bcl-xL primary,GRK2 inh,MEX-5 binding
O=C(C1CCC(CNS(=O)(=O)c2cccs2)CC1)N1CCCCC1 (stereo not given),-0.1,4,-3,1,6,-3,4,0,1.8
COc1cccc(/C=C2\SC(N3CCC(C)CC3)=NC2=O)c1OC,0.0,8,11,1,-1,3,4,0,2.1
Cc1cnc(C(=O)OCC(=O)NC(=O)c2ccccc2)cn1,0.0,-7,7,6,8,-2,-3,3,-2.2
CC(NC(=O)CCN1C(=O)c2ccccc2C1=O)c1ccc2c(c1)CCCC2 (stereo not given),0.0,1,3,-3,2,-2,3,1,-1.7
COc1ccc(C2c3[nH]c4ccccc4c3C[C@H]3C(=O)N(CCCO)CC(=O)N23)cc1OC (stereo not given in full),0.1,1,4,-7,7,-7,0,0,2.0
CC(CCc1ccccc1)NC(=O)CCNC(=O)Cn1ccc2ccccc2c1=O (stereo not given),0.0,3,4,0,4,4,6,2,1.2
COc1ccc(-c2nc3ccccc3c(=O)n2CCOc2ccc(C)cc2C)cc1,0.7*,7,1,-1,4,-3,0,4,2.6
COc1ccccc1NC(=O)c1nnn(CC(=O)Nc2cc(C)cc(C)c2)c1N,-0.1,-1,-1,-4,0,-8,3,0,-3.6
CCNC(=O)C(CCSC)NS(=O)(=O)c1ccc(C)cc1 (stereo not given),-0.1,11,-5,7,3,1,4,0,-2.1
Cc1ccc(NC(=O)CCC(=O)NNC(=O)Nc2cccc(Cl)c2)c(C)c1,-0.2,9,-8,1,-4,-2,5,1,0.4
O=S(=O)(c1cc(Cl)cc(Cl)c1)N1CCCC1c1nc2ccccc2s1 (stereo not given),-0.1,10,6,0,2,-1,8,33,0.1
CS(=O)(=O)c1cccc(-c2nnc(NC(=O)c3ccc(S(=O)(=O)N4CCCC4)cc3)o2)c1,0.0,5,14,-2,2,2,2,1,-0.3
O=c1c(Cl)c(N2CCN(c3ccc(F)cc3)CC2)cnn1C12CC3CC(CC(C3)C1)C2,0.3,12,4,1,-1,2,2,4,0.3
COc1cc2c(cc1OC)CN(C(=O)c1ccc(S(=O)(=O)N(C)c3ccccc3)cc1)CC2,0.2,-12,8,-1,-4,-1,-3,1,1.4
Cc1cccc(-c2noc(-c3c(C)noc3C)n2)c1,0.0,2,2,1,1,1,3,1,1.8
CNC(=O)c1ccc(N(Cc2ccccc2C)S(C)(=O)=O)cc1,0.0,3,1,-5,8,6,1,1,-1.0
CCN1CCN(Cc2nc(N)nc(Nc3ccc(C)c(C)c3)n2)CC1,0.0,1,-7,-2,-2,1,-1,1,1.6
CCCCN(CC)Cc1c(O)ccc2c3c(c(=O)oc12)CCC3,0.1,4,i,2,1,1,0,0,0.2
CCOC(=O)C(NC(=O)CC)(Nc1ccc(S(N)(=O)=O)cc1)C(F)(F)F (stereo not given),-0.1,5,5,5,8,-2,0,0,0.3
C/C(=N\NS(=O)(=O)c1ccc(Cl)cc1)c1ccc(NC(=O)c2ccco2)cc1,0.5,8,9,-2,2,4,3,0,-1.8
CS(=O)(=O)Nc1cccc(C2=NN(S(C)(=O)=O)C(c3ccc4c(c3)OCO4)C2)c1 (stereo not given),-0.1,-3,8,15,-4,2,-4,3,0.1
O=C(/C=C/c1ccccc1)NCCOc1ccccc1,0.0,4,13,6,-1,-5,7,0,1.0
O=C(CN1C(=O)COc2ccccc21)NCCCN1CCN(Cc2ccccc2)CC1,0.0,1,-1,1,-1,-2,2,0,0.5
O=C1NC(=S)N/C1=C/c1cccn1-c1ccc([N+](=O)[O-])cc1,-0.1,14,12,2,6,0,9,0,-1.9
COc1cc(NC(=O)COC(=O)C2CC2)c(C)cc1[N+](=O)[O-],0.0,5,-3,4,-1,0,0,0,3.4

# Later entries
SMILES,Efflux pump mplx,MCL1 BIM primary,VLA-4 inh,PME-1 inh,GLD-1 TGE inh,Fam108B inh,Bcl-xL primary,GRK2 inh,MEX-5 binding
Cc1ccc(S(=O)(=O)N2CCCCC2CCNC(=O)C(=O)NCC2CCCO2)cc1 (stereo not given),0.1,0,-3,1,0,2,5,0,-2.2
COc1cccc(CNC(=O)CN2C(=O)c3ccccc3S2(=O)=O)c1,0.0,2,15,4,1,5,4,1,-0.3
O=C(NC1CCCC1)c1ccc(COCC(F)(F)F)o1,-0.1,-2,13,-2,-4,-4,1,0,-2.6
CCC(c1nnnn1Cc1ccco1)N(CCc1ccccc1)Cc1cc2cccc(C)c2[nH]c1=O (stereo not given),-0.1,4,18,-1,5,1,1,3,4.6
C#CCn1cnc2c(oc3ccccc32)c1=O,0.3,5,25,3,-1,6,7,0,-0.5
CN(CC(=O)Nc1ccccc1Br)C(=O)c1ccccc1Cc1ccccc1,0.3,-2,8,3,-1,.,-1,1,.
CCOc1nc(Nc2cc(Cl)ccc2OC)nc(OCC)n1,0.0,-3,0,-2,1,6,6,0,-0.3
Cc1ccc(NC(=O)COc2cccc3c2OC(C)(C)C3)c(O)c1,0.1,-1,-5,0,3,.,-4,0,.
Cc1ncn(C23CC4CC(CC(O)(C4)C2)C3)n1,0.0,-8,11,2,3,0,-3,0,-0.5
Cc1ccc(C)c(NC(=O)C2CC(=O)N(C3CCCCC3)C2)c1 (stereo not given),0.1,0,11,1,3,-2,4,0,-0.4

# This is a subset; the hit share may differ from the screen's.
